BL2 CD40 inh: CD40 pathway inhibition in BL2 cells; inhibition, % at 10 µM; actives 0.94% (n = 83,000); BL2 NF-kB luciferase reporter, CD40L-induced, 4 h;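 active = mean inhibition of at least 50% with a set share of replicates also reaching that level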;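 also: 0% = neutral control wells and 100% = IKK inhibitor VII at 50 µM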
Active calls of the source: *; [ ] = another dose, or the depositor's remark.

Start of the listing, in advance:
#	canonical_smiles	BL2 CD40 inh
1	COc1ccc(NC(=O)N(C)C[C@H]2OCc3ccccc3-c3c(n(C)c4ccccc34)C(=O)N([C@H](C)CO)C[C@@H]2C)c(OC)c1	29[25 µM]
2	Cc1ccc(Cl)cc1NC(=O)CN1CCN(S(=O)(=O)N2CCOCC2)CC1	17

Main list (from the top)
#	canonical_smiles	BL2 CD40 inh
1	COc1ccc(NC(=O)N(C)C[C@H]2OCc3ccccc3-c3c(n(C)c4ccccc34)C(=O)N([C@H](C)CO)C[C@@H]2C)c(OC)c1	29[25 µM]
2	Cc1ccc(Cl)cc1NC(=O)CN1CCN(S(=O)(=O)N2CCOCC2)CC1	17
3	Cc1noc(C)c1NC(=O)N1C[C@@H](O)COC[C@@H]2O[C@@H](CC(=O)N[C@H]3CCN(Cc4ccccc4)C3)CC[C@H]21	-4[25 µM]
4	Cc1cc2nc(-c3cc(N4CCOCC4)ccc3[N+](=O)[O-])ccn2n1	-8
5	COc1ccc(CCNC(=O)CN(c2ccccc2)S(C)(=O)=O)cc1	0
6	COc1ccc(NS(=O)(=O)c2ccc(C)c(C(=O)NCC(c3ccco3)N3CCCCC3)c2)cc1 (stereo unspecified)	-12
7	CCC(CC)C(=O)NCCCCc1ccccc1	9
8	Cc1ccc(S(=O)(=O)N2CC[C@@H]3[C@H](CO)Nc4ccc(-c5ccc(C#N)cc5)cc4[C@@H]32)cc1	10[25 µM]
9	COc1ccc(OC)c(CCNC(=O)CCc2nnc3ccc(N4CCCC4)nn23)c1	6
10	Cc1noc(C)c1COC(=O)Cn1c(C)nc2ccccc21	19
11	CC(C)(C)CN1CCNC(=O)C1CC(=O)NCc1cccc(-n2cccn2)c1 (stereo unspecified)	8
12	O=C(Nc1nc(-c2ccco2)c(-c2ccco2)s1)c1ccco1	12
13	CCOc1ccc(NC(=O)NNC(=O)C2CCC(C(C)(C)C)CC2)cc1 (stereo unspecified)	7
14	CC(C)CC(NC(=O)CC12CC3CC(CC(C3)C1)C2)C(=O)NC1=NCCS1 (stereo unspecified)	13
15	CSCC[C@@H](C(=O)O)N1Cc2ccccc2C1=O	23
16	CCOC(=O)c1nnn(-c2nonc2N)c1C	9
17	CC(C)[C@@H](C)NC(=O)N(C)C[C@H]1OCc2ccccc2-c2ccccc2C(=O)N([C@H](C)CO)C[C@@H]1C	-14
18	Cc1ccc(C)c(NC(=S)/C(=C(\[O-])c2ccc(Cl)s2)[n+]2ccccc2)c1	-6
19	CO[C@@H]1CN(C)C(=O)c2cc(NS(=O)(=O)CC(F)(F)F)ccc2OC[C@H](C)NC[C@H]1C	-28[25 µM]
20	CC(=O)N1[C@@H](CO)[C@H](c2ccc(-c3ccccc3)cc2)[C@@H]1CNC(=O)C1CC1	7
21	Cc1ccccc1NC(=O)COC(=O)c1n[nH]c(=O)c2ccccc12	8
22	CCC(C)(C(=O)NC1CCCCC1)N(Cc1ccco1)C(=O)c1cnccn1 (stereo unspecified)	3
23	COCC#Cc1ccc([C@H]2[C@H](CO)N3C(=O)CN(C(=O)C4CCCCC4)C[C@@H]23)cc1	1[25 µM]
24	O=C(C1CC1(c1ccccc1)c1ccccc1)N1CCOCC1 (stereo unspecified)	13
25	O=C(NCC1CCCCN1)c1cc(OCC(F)(F)F)ccc1OCC(F)(F)F (stereo unspecified)	-3
26	OC[C@@H]1[C@H](c2ccc(C#Cc3ccccc3F)cc2)[C@@H]2CN(CC3CCOCC3)CCCCN12	-13[25 µM]
27	CCNC(=O)C[C@H]1CC[C@@H]2[C@H](COC[C@H](O)CN2C(=O)c2ccccn2)O1	-2[25 µM]
28	O=C(Nc1cc(F)ccc1F)N[C@@H]1CC[C@@H](CCn2cc(C3CCCC3)nn2)O[C@H]1CO	3
29	O=C(Nc1nnc(CC(=O)N2CCOCC2)s1)c1cccs1	4
30	CN1[C@@H]2CN(S(C)(=O)=O)C[C@H]1C2c1ccc(-c2ccc(F)cc2)cc1 (stereo partly specified)	-2
31	CCCCn1c(N)c(N(CCOC)C(=O)c2ccco2)c(=O)[nH]c1=O	6
32	OC1CCN(Cc2ccc(OCc3ccccc3)cc2)CC1	-10
33	C[C@H](NC(=O)C[C@@H]1C=C[C@H](NC(=O)c2cccnc2)[C@H](CO)O1)c1ccccc1	-1[25 µM]
34	COC(=O)c1ccc(Cn2cnc3ccccc3c2=O)cc1	-6
35	CN1C(=O)c2cc(NC(=O)C3CC3)ccc2OC[C@H]2O[C@@H](CC(=O)NCCc3ccncc3)CC[C@H]21	0
36	O=C(NC1CCCCC1)C12CC3CC(C1)CC(n1cncn1)(C3)C2	8
37	COc1ccc(OC)c(NC(=O)C2(C)CCN2C(=O)Cc2ccccc2)c1 (stereo unspecified)	-6
38	N#C/C(=C(/O)CSc1ccccn1)c1nc2ccccc2s1	-6
39	C[C@H]1CCCCO[C@H](CN(C)Cc2ccncc2)[C@@H](C)CN([C@@H](C)CO)C(=O)c2cc(NC(=O)c3ccncc3)ccc2O1	2
40	CCC(C)(C(=O)NC1CCCC1)N(C(=O)c1cnccn1)c1ccccc1 (stereo unspecified)	7
41	CN(C)CCNC(=O)Cn1nc(C(F)F)cc1C1CC1	23
42	Cc1cc(Cl)nc(Cl)c1C(=O)NCCc1ccccc1	-13
43	Oc1ccc2ccccc2c1CNc1ccccc1	-4
44	Cc1ccc(C)c(S(=O)(=O)N2CCN(C(=O)C3CCN(c4ncnc5sc(C)c(C)c45)CC3)CC2)c1	3
45	O=C(C1CC(=O)N(c2ccc3c(c2)OCCO3)C1)N1CCN(c2ccccc2)CC1 (stereo unspecified)	30
46	CCCSc1nnc(N)s1	13
47	COc1ccc(C2CC(=O)C=C3c4ccc(OC)cc4CCC32)cc1 (stereo unspecified)	1
48	O=C(c1cccc(F)c1)N1CC[C@@H]2[C@H]1c1cc(-c3ccccc3)ccc1N[C@@H]2CO	-10

Already shown: six of the compounds above.
#	canonical_smiles	BL2 CD40 inh
43	Oc1ccc2ccccc2c1CNc1ccccc1	-4
44	Cc1ccc(C)c(S(=O)(=O)N2CCN(C(=O)C3CCN(c4ncnc5sc(C)c(C)c45)CC3)CC2)c1	3
45	O=C(C1CC(=O)N(c2ccc3c(c2)OCCO3)C1)N1CCN(c2ccccc2)CC1 (stereo unspecified)	30
46	CCCSc1nnc(N)s1	13
47	COc1ccc(C2CC(=O)C=C3c4ccc(OC)cc4CCC32)cc1 (stereo unspecified)	1
48	O=C(c1cccc(F)c1)N1CC[C@@H]2[C@H]1c1cc(-c3ccccc3)ccc1N[C@@H]2CO	-10

Additional compounds:
#	canonical_smiles	BL2 CD40 inh
49	CC(CNC(=O)c1cc(COc2c(F)cccc2F)on1)Oc1cccnc1 (stereo unspecified)	1
50	CCOC(=O)Cn1cc(C#N)c2ccccc21	-1
51	COCCNC(=O)NC(=O)COC(=O)Cc1ccc2c(c1)OCCO2	4
52	COc1cccc(S(=O)(=O)N(C)C[C@H]2OCc3cnnn3CCCC(=O)N([C@H](C)CO)C[C@H]2C)c1	2[25 µM]
53	CC(=O)c1ccc(OCC(O)CN2CCc3ccccc3C2)cc1 (stereo unspecified)	5
54	CO[C@@H]1CN(C)C(=O)c2ccc(NC(=O)Nc3c(C)noc3C)cc2OC[C@H](C)N(C)C[C@@H]1C	-6
55	Cc1[nH]c2ccccc2c1C(=O)COC(=O)C1CC(=O)N(Cc2ccccc2)C1 (stereo unspecified)	1
56	Cc1ccc(NC(=O)C(C)OC(=O)Cn2[nH]c(=O)c3ccccc3c2=O)cc1 (stereo unspecified)	4
57	O=c1cc[nH]c2ccc([N+](=O)[O-])cc12	-27
58	Cc1[nH]c(=O)c(C#N)c(C)c1Br	2
59	COc1cccc(C(=O)COC(=O)CCC(=O)NC2CCCCC2)c1	14
60	COc1ccccc1C#Cc1ccc([C@H]2[C@H](C#N)N(C(=O)C3CCCCC3)[C@H]2CO)cc1	7
61	COc1cccc(CNC(=O)CCC2CCCN(C(=O)c3cc(C)on3)C2)c1 (stereo unspecified)	4
62	CN(Cc1ccon1)C(=O)CC1C(=O)NCCN1CC1CCCCC1 (stereo unspecified)	12
63	O=C(CSc1ncnc2sccc12)NC1CCS(=O)(=O)C1 (stereo unspecified)	2
64	O=C(C[C@H]1C[C@H]2c3cc(NC(=O)Nc4ccccc4F)ccc3O[C@H]2[C@H](CO)O1)NCCc1ccccc1	-1[25 µM]
65	O=C(CCC(=O)c1cccs1)OCC(=O)c1ccc(F)cc1	1
66	O=C(NCc1ccc(Cl)cc1)c1cccc(S(=O)(=O)N2CCCC2)c1	-2
67	CC(C)CNc1oc(-c2ccco2)nc1C#N	-15
68	CN(C)CC(=O)N1[C@@H](C#N)[C@H](c2ccccc2-c2ccccc2F)[C@@H]1CO	-2[25 µM]
69	CCc1noc(C)c1C(=O)Nc1cc(Cl)ccc1N1CCCC1	5
70	CC(OC(=O)CC1Sc2ccccc2NC1=O)C(=O)N(C)Cc1ccccc1 (stereo unspecified)	-42
71	Clc1nc2c(ccc3ccccc32)[nH]1	-63
72	Cc1nc2c(c(N3CCOCC3)n1)OCC(=O)N2	4
73	COc1ccc(NC(=O)Nc2ccc3c(c2)CC(=O)N([C@@H](C)CO)C[C@H](C)[C@H](CN(C)S(=O)(=O)c2ccc(OC)cc2)O3)cc1	0
74	CC1Cc2c([nH]c(=O)n(-c3ccccc3)c2=O)O1 (stereo unspecified)	4
75	C[C@@H](NC(=O)[C@H]1[C@H](CO)[C@H]2Cn3c(ccc(-c4ccccc4)c3=O)[C@H]2N1C)c1ccccc1	3[25 µM]
76	O=C(Nc1ccc(N2CCN(C(=O)c3ccco3)CC2)c(Cl)c1)c1cc2ccccc2o1	-2
77	NNC(=O)CNC(=O)C12CC3CC(CC(C3)C1)C2	5
78	COc1ccccc1-c1ccc2c(c1)O[C@H](CN(C)CC1CCOCC1)[C@H](C)CN([C@H](C)CO)S2(=O)=O	-4[25 µM]
79	Cc1c(C(=O)N2CCc3ccccc3C2)oc2ccc(Br)cc12	-48
80	COc1ccc2c3c(n(C)c2c1)[C@@H](CO)N(C(=O)Nc1ccccc1F)CC31CN(C(=O)c2ccccc2F)C1	14[25 µM]
81	CCOC(=O)CN(C(=O)c1ccccc1[N+](=O)[O-])C(C)(C)C	11
82	CCc1ccc(CN(C)C(C)C(=O)Nc2ccc(S(=O)(=O)N3CCCC3)cc2)cc1 (stereo unspecified)	3
83	O=C(CCC(=O)OCC(F)(F)C(F)F)Nc1ccc(F)cc1F	10
84	CC(=O)C1CCC2C3CCC4=CC(=O)C=CC4(C)C3C(=O)CC12C (stereo unspecified)	2
85	C/C=C/c1ccc(C2[C@H]3CNC[C@@H]2N3S(=O)(=O)c2c(C)noc2C)cc1 (stereo partly specified)	8[25 µM]
86	Cc1cc(N(C)C)c(C#N)c(=O)[nH]1	9
87	Cc1csc(NC(=O)c2ccco2)c1C(=O)c1ccccc1	-2
88	CC(C)NC(=O)Nc1ccc2c(c1)C(=O)N(C)[C@H]1CC[C@H](CC(=O)NCc3ccc(F)cc3)O[C@@H]1CO2	-17[25 µM]
89	CCS(=O)(=O)NC[C@@H]1[C@@H](c2ccccc2)[C@@H](CO)N1CC1CCCC1	6
90	CO[C@@H]1CN(C)C(=O)c2ccc(NC(=O)C3CC3)cc2OC[C@H](C)N(C(C)=O)C[C@H]1C	-5[25 µM]
91	c1cc(Nc2cccc3nccnc23)c2nccnc2c1	-10
92	Cc1cc(-n2cnc(-c3cn(C)nc3C)n2)no1	-31
93	O=C(CCc1ccc(S(=O)(=O)N2CCOCC2)cc1)N1CCCC1	8
94	Cc1cc(N)ncc1[N+](=O)[O-]	5
95	O=C(COC(=O)c1ccc(F)cc1Cl)Nc1cccc(S(=O)(=O)N2CCOCC2)c1	28
96	O=C(N/N=C/c1cn(-c2ccccc2)nc1-c1cccnc1)c1cccnc1	12
97	CO[C@H]1CN(C)C(=O)c2ccc(NC(=O)Nc3cccc(Cl)c3)cc2OC[C@@H](C)N(C(=O)Nc2c(C)noc2C)C[C@@H]1C	-11
98	O=C(Nc1ccc(C(=O)N2CCOCC2)cc1)c1cccs1	-7
99	CCCC(O)C#Cc1cnc2c(c1)C(=O)N([C@H](C)CO)C[C@H](C)[C@H](CN(C)S(=O)(=O)c1ccc(C#N)cc1)O2 (stereo partly specified)	-12[25 µM]
100	c1ccc2c(c1)oc1c(NCCCN3CCOCC3)ncnc12	-10
101	COCCNC(=O)C1CCN(Cc2cccc(OCc3ccccc3)c2)CC1	5
102	CCS(=O)(=O)Nc1ccc2c(c1)C(=O)N(C)[C@@H]1CC[C@@H](CC(=O)NCCCN3CCOCC3)O[C@H]1CO2	-7[25 µM]
103	c1ccc(-c2nc3nonc3nc2-c2ccccc2)cc1	8
104	Cc1nc(C)c(-c2ccc(SCc3cccc(F)c3)nn2)s1	-19
105	O=C(C1CCOCC1)N1CC2(C1)[C@@H](c1ccccc1)[C@H](CO)N2Cc1ccccc1F	-6[25 µM]
106	C[C@H](NC(N)=O)C(=O)Nc1ccc2c(c1)OCO2	-12
107	C[C@@H]1CN([C@@H](C)CO)C(=O)Cc2cc(NC(=O)CCCN(C)C)ccc2O[C@@H]1CN(C)C	-1[25 µM]
108	Cc1ccc2nsnc2c1NC(=O)c1ccc([N+](=O)[O-])cc1	7

Later entries:
#	canonical_smiles	BL2 CD40 inh
109	O=S(=O)(c1ccccc1)N1C[C@@H]2[C@H](c3ccccc31)[C@H](CO)N2Cc1ccc2c(c1)OCO2	15
110	COc1cccc(S(=O)(=O)Nc2cccc(C(=O)N3CCCC3)c2)c1	14
111	O=C(CN1CCCc2ccccc21)N/N=C/c1ccccc1	-20
112	Cc1[nH]c2ccccc2c1C(=O)COC(=O)C(C)C	-22
113	O=C(CN1CCOCC1)N[C@@H]1CC[C@@H](CCn2cc(C3CC3)nn2)O[C@@H]1CO	-8[25 µM]
114	COc1cc2cc(CN(CCCN3CCOCC3)C(=O)Nc3ccc(F)cc3)c(=O)[nH]c2cc1OC	15
115	COc1ccc(S(=O)(=O)Nc2ccc3c(c2)CC(=O)N([C@@H](C)CO)C[C@@H](C)[C@H](CN(C)S(=O)(=O)c2ccc(C)cc2)O3)cc1	14
116	C/C(Cn1nnc([N+](=O)[O-])n1)=N\NC(=O)c1ccncc1	5

This is a subset; count on the stated rates, not on these rows.
